Source: PubChem
Pf growth 48h – inhibits P. falciparum growth in the first generation, 48 h | P. falciparum luciferase growth in erythrocytes, 48 h | Potency, µM (highest dose often 28.7 µM), inactives show top-dose activity change, negative = inhibition, most hits filed as inhibitors | hit rate 5.9% among 310,000 | AID 504832; also: potency is read from the fitted curve at half-maximal effect; % is scaled to controls: 0 for no effect and ±100 for the full control effect
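Here the parasites carry a stable luciferase gene and grow inside erythrocytes in Albumax-based RPMI medium with compound for one erythrocytic cycle. Activity is scored as loss of luminescent signal.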
LmPK inh – blocks Leishmania mexicana pyruvate kinase activity. Q27686. hit rate 0.37% among 290,000. purified LmPK, Kinase-Glo ATP luminescence, 1 h. AID 1721. Potency, µM (doses to about 57.5 µM), without a hit: at the top dose activity change, negative = inhibition, actives largely listed as inhibitors; also: potency is read from the fitted curve at half-maximal effect; % is scaled to controls: 0 for no effect and ±100 for the full control effect
Target sequence (Q27686 whole entry, looked up): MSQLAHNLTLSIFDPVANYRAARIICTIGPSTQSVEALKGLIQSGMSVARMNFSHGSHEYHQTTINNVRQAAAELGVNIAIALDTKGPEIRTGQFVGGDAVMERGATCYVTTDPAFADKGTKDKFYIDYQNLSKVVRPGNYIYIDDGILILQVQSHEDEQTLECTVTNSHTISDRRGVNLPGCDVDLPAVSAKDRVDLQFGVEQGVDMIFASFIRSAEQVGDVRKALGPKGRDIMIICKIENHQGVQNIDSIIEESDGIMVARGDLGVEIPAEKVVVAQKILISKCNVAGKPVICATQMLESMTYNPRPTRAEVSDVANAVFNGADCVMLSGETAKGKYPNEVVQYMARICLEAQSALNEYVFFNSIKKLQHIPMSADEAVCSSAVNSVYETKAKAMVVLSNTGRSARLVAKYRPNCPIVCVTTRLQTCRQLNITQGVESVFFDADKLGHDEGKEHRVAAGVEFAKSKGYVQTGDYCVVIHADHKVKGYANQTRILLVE
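In 50 mM imidazole pH 7.2 with 7 mM MgCl2, LmPK (0.1 nM) turned over PEP (0.5 mM) and ADP (0.1 mM) for 1 h at room temperature. Luciferase read-out of ATP.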
Pf growth 96h – P. falciparum growth inhibition at 96 hours. Potency, µM (top dose mostly 28.7 µM), inactives show top-dose activity change, negative = inhibition, hits mostly inhibitors. hit rate 6.9% among 320,000. P. falciparum luciferase reporter growth, 96 h. AID 504834; also: potency is read from the fitted curve at half-maximal effect; % is scaled to controls: 0 for no effect and ±100 for the full control effect
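Compounds incubated with erythrocytes infected by luciferase-expressing P. falciparum (2% hematocrit, 0.05% parasitemia final) for 96 hours, 37 C in 5% CO2. Growth inhibition scored as decreased luciferase luminescence.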
AmpC inh no detg – AmpC beta-lactamase inhibition without detergent; P00811; AmpC nitrocefin hydrolysis, absorbance 480 nm, 0.0001% Triton; Potency, µM (titrated, usually from 57.1 µM), for the others: at the top dose activity change, negative = inhibition, usual class: inhibitors; hit rate 0.52% among 330,000;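 also: potency is read from the fitted curve at half-maximal effect; plate controls were no compound for no effect and no enzyme for full effect; nearly all actives have a fitted effect of over 20% in size; some results filed as inactive show a strong effect at the top dose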
Target sequence (P00811 whole entry, looked up): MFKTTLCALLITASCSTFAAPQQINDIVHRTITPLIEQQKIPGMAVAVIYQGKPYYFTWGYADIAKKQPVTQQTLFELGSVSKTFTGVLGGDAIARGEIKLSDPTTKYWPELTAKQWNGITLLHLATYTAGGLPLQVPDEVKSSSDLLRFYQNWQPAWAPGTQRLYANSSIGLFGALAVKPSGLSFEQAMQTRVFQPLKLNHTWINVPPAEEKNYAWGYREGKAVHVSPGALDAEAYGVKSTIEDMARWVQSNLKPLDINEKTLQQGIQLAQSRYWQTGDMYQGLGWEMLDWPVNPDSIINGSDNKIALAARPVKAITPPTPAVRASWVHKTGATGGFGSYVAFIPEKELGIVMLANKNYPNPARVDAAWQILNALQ
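20 mM phosphate pH 7.0 + 0.01% (detergent screen) or 0.0001% Triton X-100; 5.3 nM AmpC reagent; cpd preinc 15 min RT; nitrocefin (800 uM stock) to start; A480 q20 s × 4 min; Activity was normalised to no-enzyme and no-compound control wells.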
Shiga toxin inh – Shiga toxin inhibition. Vero cells, Shiga toxin protein synthesis inhibition reporter. inhibition, % at 38.7 µM. hit rate 9.2% among 290,000; in the data active = inhibition mostly above about 28%, no sharp cut-off; inactive = mostly below about 43%; also: 0% is about no effect
Tb PYK inh – blocks Trypanosoma brucei pyruvate kinase. Q57TT1. TbPYK enzyme, Kinase-Glo Plus ATP luminescence, 45 min. Potency, µM (top dose mostly 76.8 µM), without a hit: at the highest dose activity, negative = inhibition, usual class: inhibitors. hit rate 0.12% among 410,000. AID 624173; also: potency is read from the fitted curve at half-maximal effect; % is scaled to controls: 0 for no effect and ±100 for the full control effect; nearly all actives have a fitted effect of over 50% in size
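Screened from lowest to highest concentration, compounds were pinned into TbPYK/substrate mixtures, and ADP (130 uM final) was added. Plates sat at room temperature for 45 min prior to Kinase-Glo Plus detection by luminescence.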
Cycloheximide cs – affects cycloheximide protein synthesis inhibition readout, counter-screen; cell reporter, cycloheximide protein synthesis inhibition counterscreen; max response, %; hit rate 12% among 300,000; AID 2314; in the data active = max response mostly above about 13%, no sharp cut-off; inactive = mostly below about 14%; also: read at 38.3 µM for the half of the compounds with a filed dose; 0% is about no effect
Starred values were filed as active, the others as inactive; ? = inconclusive; · = not tested or not shown; [ ] = dose if it differs, or a comment. Unless noted, calls follow the shape of the dose curve; as a rule, active = well fitted curve in the direction sought with a large enough effect; inconclusive = small, poorly fitted or top-dose-only effect, or another doubt; inactive = no such curve, though single readings can be large; an effect the other way counts as inactive or inconclusive.

SMILES	Pf growth 48h	LmPK inh	Pf growth 96h	AmpC inh no detg	Shiga toxin inh	Tb PYK inh	Cycloheximide cs
COc1cc(OC)cc(-c2nnc(NC(=O)CCS(=O)(=O)c3ccc(F)cc3)o2)c1	?	·	-3%	-6%	·	1%	·
CC(=O)Nc1ccccc1NC(=O)COc1cccc2ccccc12	-8%	-4%	4%	-20%	-16	-2%	1
Cc1ccc(C)c(Cn2cnc3c(nnn3-c3ccc(F)cc3)c2=O)c1	-1%	2%	59%[activator]	-21%	-11	-10%	-4
CC1(C)CC(=O)c2sc(NC(=O)c3cccs3)nc2C1	21%	?	-19%	-14%	19	-7%	16*
C=CCN(c1ccccc1)S(=O)(=O)c1cccc(C(=O)NCC(c2cccs2)N2CCOCC2)c1 (stereo not given)	10µM*	·	?	110%[activator]	·	-1%	·
CC(OC(=O)c1ccc2c(c1)OCCO2)C(=O)NC1CCCCC1C (stereo not given)	-24%	·	-1%	-9%	·	-2%	·
COc1ccc(S(=O)(=O)N(C)C)cc1NC(=O)CSc1nc(N)cc(N)n1	?	7%	-19%	-37%	11	-6%	0
Cc1c(Cl)cccc1NC(=S)N1CCN(Cc2ccc3c(c2)OCO3)CC1	35%[activator]	-1%	2%	-4%	-2	-2%	-3
COC(=O)C1=C(C)NC(C)=C(C(=O)OC)C1c1ccc(NC(C)=O)cc1	-3%	-6%	39%[activator]	-9%	-9	-6%	-3
Cc1cc(Cn2nc(C(=O)NCc3cccs3)cc2-c2ccccc2)on1	?	·	51%[activator]	-21%	·	0%	·
CCC(=O)/C(=C(/O)c1ccccc1)c1nc2ccccc2[nH]1	10%	2%	?	-11%[11.4 µM]	35	-6%	31*
Cc1ccccc1C(=O)NNC(=O)CSc1nnc(C)n1-c1ccccc1	-12%	-2%	?	-19%	-16	5%	1
Cc1ccc(N2C(=O)SC(N(CC(=O)O)c3cccc(C)c3)C2=O)cc1 (stereo not given)	44%[activator]	4%	0%	-16%	98*	-1%	44*
O=C(NNC(=O)C1CCN(C(=O)Nc2ccccc2)CC1)c1ccc([N+](=O)[O-])cc1	-6%	·	1%	-26%	·	0%	·
N#CC1(NC(=O)COC(=O)Cc2n[nH]c(=O)c3ccccc23)CCCCC1	23%	·	24%	-11%	·	-1%	·
Cc1cc(C(=O)CSc2nc3ccc(Cl)cc3[nH]2)c(C)n1CC1CCCO1 (stereo not given)	·	6%	?	-6%	44	-10%	13
Cn1c(=O)c2[nH]c(N/N=C(/C#N)C(N)=O)nc2n(C)c1=O	23%	-7%	17%	-7%	-4	-2%	-2
CCCC(=O)Nc1cnc(NC(=O)c2cccc(F)c2)cc1C	37%[activator]	?	·	-1%	67*	-18%	4
O=C(N/N=C/c1cccc([N+](=O)[O-])c1O)C(O)(c1ccccc1)c1ccccc1	1%	-1%	21%	-58%	-10	4%	-4
CCc1nnc(NC(=O)CCC(=O)NCc2ccccc2OC)s1	2%	0%	15%	-2%	38	4%	-3
C[C@@H](N)C(=O)NC[C@H]1CC[C@H](C(=O)N[C@@H](Cc2ccccc2)C(=O)O)CC1	-11%	-2%	7%	2%	-10	6%	-1
O=C(Nc1ccc(Cl)cc1)/C(=C1\CCCN1)[N+](=O)[O-]	157%[activator]	4%	175%[activator]	-12%	19	3%	6
O=C(O)C12CC3CC(C1)CC(n1ncc(NCc4ccccc4)c(Cl)c1=O)(C3)C2	?	-2%	-26%	-34%	6	-2%	-2
CCC(C)NC(=O)N1c2ccccc2Sc2ccccc21 (stereo not given)	?	4%	?	-23%	-2	-4%	2
CCn1c(/C=C/c2ccccc2)nc2ccccc21	266%[activator]	22µM*	-79%	-28%	62*	-7%	33*

Entries shown so far with a cyano group, in the order listed:
SMILES	Pf growth 48h	LmPK inh	Pf growth 96h	AmpC inh no detg	Shiga toxin inh	Tb PYK inh	Cycloheximide cs
N#CC1(NC(=O)COC(=O)Cc2n[nH]c(=O)c3ccccc23)CCCCC1	23%	·	24%	-11%	·	-1%	·
Cn1c(=O)c2[nH]c(N/N=C(/C#N)C(N)=O)nc2n(C)c1=O	23%	-7%	17%	-7%	-4	-2%	-2

Complete entries from above:
CC(OC(=O)c1ccc2c(c1)OCCO2)C(=O)NC1CCCCC1C (stereo not given) in the list: Pf growth 48h: -24%; LmPK inh: ·; Pf growth 96h: -1%; AmpC inh no detg: -9%; Shiga toxin inh: ·; Tb PYK inh: -2%; Cycloheximide cs: ·
N#CC1(NC(=O)COC(=O)Cc2n[nH]c(=O)c3ccccc23)CCCCC1 in the list: Pf growth 48h: 23%; LmPK inh: ·; Pf growth 96h: 24%; AmpC inh no detg: -11%; Shiga toxin inh: ·; Tb PYK inh: -1%; Cycloheximide cs: ·

(cont.)
SMILES	Pf growth 48h	LmPK inh	Pf growth 96h	AmpC inh no detg	Shiga toxin inh	Tb PYK inh	Cycloheximide cs
O=C1CC2(CCCC2)CC(=O)N1c1ccccc1	?	1%	12µM*	-7%	2	0%	6
CCN(CC)c1ccc(/C=C(/C#N)C(=O)NCc2ccccc2)o1	57%[activator]	0%	?	-45%	102*	1%	50*
COc1cccc(C(=O)Nc2ccccc2N2CCCC2)c1	-20%	0%	136%[activator]	-15%	13	5%	1
COC(=O)C(Cc1ccccc1)N1CCS(=O)(=O)CC1 (stereo not given)	2%	3%	0%	-10%	-5	4%	-3
Cc1cc(N)ccc1S(C)(=O)=O	13%	4%	53%[activator]	-14%	-3	1%	5
COc1ccc(NC(=O)CC2C(=O)N(c3ccc(F)cc3)C(=S)N2NC(=O)c2ccccc2)cc1 (stereo not given)	9%	5%	?	-27%	22	-1%	11
CCOC(=O)c1c(C)[nH]c(C(=O)OCC(=O)Nc2sccc2C(N)=O)c1C	4.7µM*	·	?	-29%	·	2%	·
COc1ccc2[nH]c(=S)cc(C)c2c1	92%[activator]	7%	?	-23%	4	?	5
Cc1ccccc1-n1nc2c(c1NC(=O)c1ccc(Br)o1)CSC2	?	1%	0%	-43%	-11	-19%	-3
Cc1ccc(-c2cc(C(=O)NC3CCCC3)no2)cc1	108%[activator]	-2%	34%[activator]	-25%	92*	7%	37*
Cc1oc(-c2ccccc2F)nc1CS(=O)CC(=O)NCc1ccccn1 (stereo not given)	21%	-11%	6%	32%	-4	0%	4
COc1cc2c(cc1OC)CN(C(=O)c1cccc(S(=O)(=O)N3CCc4ccccc43)c1)CC2	10µM*	·	12µM*	162%[activator]	·	1%	·
O=C(CCC(=O)N(CC(=O)NC1CCCC1)C1CCCC1)Nc1ccccn1	21%	1%	-30%	15%	-10	5%	10
CCCC(c1nnnn1CC1CCCO1)N1CCN(c2ccccc2)CC1 (stereo not given)	-5%	1%	?	8%	-4	2%	-1
Cc1cccc(N2CCN(C(=O)c3ccc(CS(=O)Cc4cccc(Cl)c4)o3)CC2)c1C (stereo not given)	4%	-1%	?	143%[activator]	-6	-1%	-3
CC1CN(S(=O)(=O)Cc2ccccc2)CC(C)O1 (stereo not given)	9%	-7%	?	-5%	-5	3%	-10
COc1ccc(-c2c(C)oc3c(CN4CCOCC4)c(O)ccc3c2=O)cc1	?	4%	?	-19%	3	3%	4
C(=N\n1cnnc1)/c1cn(Cc2ccccc2)c2ccccc12	-10%	7%	25%	52%	-9	4%	-6
O=C(O)c1ccc(CNC(=O)C23CC4CC(CC(C4)C2)C3)cc1	-2%	-8%	29%	-45%	18	5%	-3
COc1ccc(C(=O)NN/C(C)=C/C(=O)c2ccccc2)cc1	?	2%	?	0%	62	1%	11*
COc1cc(C(=O)OCc2ccc([N+](=O)[O-])cc2)cc(OC)c1OC	26%	1%	31%[activator]	-6%	-13	-1%	-1
O=C(NCc1cccs1)C1CCC(=O)N1C1CCCCC1 (stereo not given)	0%	-3%	?	-32%	5	-1%	-6
C=CC[N+](C)(C)c1ccc(CCC(=O)CCc2ccc([N+](C)(C)CC=C)cc2)cc1	0.15µM*	·	0.15µM*	24%	·	0%	·
C=CCN=C1SC(C)(C)C(=O)N1S(=O)(=O)c1ccc(C)cc1	6%	-6%[11.5 µM]	-28%	-16%	-27	-10%	-6
COCCn1c(SCC(=O)Nc2cccnc2Cl)nc2ccccc2c1=O	-14%	·	-26%	-10%	·	3%	·
SMILES	Pf growth 48h	LmPK inh	Pf growth 96h	AmpC inh no detg	Shiga toxin inh	Tb PYK inh	Cycloheximide cs
Cc1cc(CN(C)C)c(O)c(C2(C)CCCCC2)c1	3%	-17%	·	-2%	-18	-6%	-3
Cc1nnc(NC(=O)CC(CN(C)S(=O)(=O)c2ccccc2)c2ccccc2)s1 (stereo not given)	·	18%	19%	13%	-14	-3%	-4
O=C(/C=C/c1cccc(Cl)c1)c1nc2ccccc2[nH]1	?	1%	-8%	-54%	36	-3%	14*
COc1ccc(CC2CCOC2=O)cc1 (stereo not given)	14%	-1%	5%	-19%	5	-15%	-3
COc1cccc(OC)c1C(=O)Nn1c(C2CCC2)nc2ccccc2c1=O	-4%	4%	?	-13%	7	3%	-2
Cc1cccc(N2C(=O)C3C4C=CC(C4)C3C2=O)c1 (stereo not given)	-3%	-3%	-3%	-10%	-6	5%	-9
Cc1ccc(NC(=O)CSC2=C(C#N)C(c3ccco3)CC(=O)N2)cc1 (stereo not given)	·	13%	?	-54%	45	-5%	24
CC(C)CNC(=O)N[C@@H](CC(C)C)C(=O)O	10%	1%	25%	-2%	7	1%	-1
CCCCCCSC1=C(C#N)C(c2ccccc2)CC(=O)N1 (stereo not given)	-7%	-1%	-16%	-36%	7	2%	17
CCc1ccc(CN(C)C(=O)CCc2nnc(CCc3cccc(OC)c3)o2)nc1	?	-1%	10%	70%[activator]	28	6%	-2
COc1ccc(N2CCN(C(=O)CSc3nnc(-c4cccnc4)n3-c3ccccc3)CC2)cc1	·	2%	1%	74%[activator]	-5	-5%	-4
Cc1ccc(S(=O)(=O)N2CCC(NC(=O)C3CCCCC3)CC2)cc1	14%	2%	1%	17%	16	-4%	7
COc1ncnc2c1NC(=O)CS2	26%	-3%	?	-6%	-14	-5%	-3
COc1cc(C2C(C#N)=C(C)NC3=C2C(=O)CC(C)(C)C3)ccc1OCCO (stereo not given)	1%	-2%	8%	-7%	-3	-7%	-2
COc1cc(-c2nnc(SCC(=O)N(C)C3CCS(=O)(=O)C3)o2)cc(OC)c1OC (stereo not given)	3%	2%	3%	-14%	-5	1%	2
CCOC(=O)C1(Cc2cccc(OC)c2)CCCN(Cc2c(C)nn(C(C)C)c2C)C1 (stereo not given)	?	-4%	?	73%[activator]	-11	2%	-2
CC(=O)Nc1sc2c(c1CN1CCN(c3ccc(F)cc3)CC1)CCCC2	·	4%	9.3µM*	0%	-16	3%	-4
CCOC(=O)C1CCN(c2nc3ccccc3nc2C(C#N)C(=O)OC(C)C)CC1 (stereo not given)	?	3%	9%	-9%	-4	-1%	-2
CC1CN(Cc2ccccc2)c2nc3c(c(=O)n(CC(N)=O)c(=O)n3C)n2C1 (stereo not given)	19%	-4%	-2%	-1%	-6	1%	-1
COc1ccc(CCNC(=O)c2ccco2)cc1OC	45%[activator]	-8%	-1%	-5%	12	7%	13
O=C(NC1CCS(=O)(=O)C1)c1cccc(S(=O)(=O)N2CCCC2)c1 (stereo not given)	-1%	2%	-2%	2%	-12	-24%	-5
